Source: PubChem (Sanford-Burnham Center for Chemical Genomics)
SENP8 inh = SENP8 (human) protease inhibition | Q96LD8 | recombinant SENP8, Nedd8 substrate fluorescence | inhibition, % at 20 µM | 0.64% of 360,000 active | AID 602440; in the data active = inhibition mostly above about 40%, no sharp cut-off; inactive = mostly below about 27%
Target sequence (Q96LD8 whole entry, looked up): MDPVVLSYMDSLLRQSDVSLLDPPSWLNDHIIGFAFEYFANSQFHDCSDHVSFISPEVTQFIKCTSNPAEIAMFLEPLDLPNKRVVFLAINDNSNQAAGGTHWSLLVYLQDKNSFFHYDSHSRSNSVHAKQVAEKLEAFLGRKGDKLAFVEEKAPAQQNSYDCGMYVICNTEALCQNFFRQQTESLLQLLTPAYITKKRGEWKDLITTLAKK
HKDC1 inh = HKDC1 (human) hexokinase inhibition | 0.16% of 340,000 active | recombinant HKDC1, G6PDH/diaphorase resazurin coupled fluorescence | Q2TB90 | inhibition, % at 20 µM;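 active = inhibition above about 35% when tested at 20 µM, limit read from the data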;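 also: plate controls were DMSO wells with enzyme for no effect and DMSO wells lacking enzyme for full effect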
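Assay system – recombinant HKDC1 (HK5) hexokinase enzyme, produced in-house · Input – HKDC1 at 5 µg/mL · Reagent – glucose plus 1 mM ATP as hexokinase substrates · Timing – 90 min reaction incubation at room temperature, dark · Measured by – G6PDH/diaphorase-coupled fluorescence, 1 mM NADP, 100 µM resazurin, 525/613 nm · Benchmarks – DMSO-enzyme wells negative, buffer-substituted wells positive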
ATG4B inhibitor = ATG4B (human) cysteine protease inhibition; inhibition, % at 8.33 µM; ATG4B cleavage of LC3-PLA2, NBD-HPC fluorescence, 1 h; 0.51% of 340,000 active; AID 504462; in the data active = inhibition above about 40%
Target sequence (Q9Y4P1 whole entry, looked up): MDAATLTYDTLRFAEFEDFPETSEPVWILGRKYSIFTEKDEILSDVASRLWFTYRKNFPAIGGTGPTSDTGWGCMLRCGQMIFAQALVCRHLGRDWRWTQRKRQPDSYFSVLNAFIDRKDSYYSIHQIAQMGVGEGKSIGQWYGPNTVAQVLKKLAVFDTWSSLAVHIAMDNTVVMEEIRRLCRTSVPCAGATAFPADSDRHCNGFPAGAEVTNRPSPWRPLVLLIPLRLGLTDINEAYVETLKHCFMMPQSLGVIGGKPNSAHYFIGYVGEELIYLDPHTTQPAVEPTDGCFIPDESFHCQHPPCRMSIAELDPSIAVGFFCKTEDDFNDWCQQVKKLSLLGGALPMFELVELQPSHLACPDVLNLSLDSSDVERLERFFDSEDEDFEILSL
SENP7 block = inhibitors of human SENP7 protease; Q9BQF6; recombinant SENP7, Z-RLRGG-aminoluciferin luminescence, 40 min; 1.5% of 330,000 active; inhibition, % at 5 µM;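 active = inhibition above about 50% at the single test dose, limit read from the data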;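 also: plate controls were DMSO with enzyme for no effect and no enzyme buffer wells for full effect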
Target sequence (Q9BQF6 706-1050 limits assumed): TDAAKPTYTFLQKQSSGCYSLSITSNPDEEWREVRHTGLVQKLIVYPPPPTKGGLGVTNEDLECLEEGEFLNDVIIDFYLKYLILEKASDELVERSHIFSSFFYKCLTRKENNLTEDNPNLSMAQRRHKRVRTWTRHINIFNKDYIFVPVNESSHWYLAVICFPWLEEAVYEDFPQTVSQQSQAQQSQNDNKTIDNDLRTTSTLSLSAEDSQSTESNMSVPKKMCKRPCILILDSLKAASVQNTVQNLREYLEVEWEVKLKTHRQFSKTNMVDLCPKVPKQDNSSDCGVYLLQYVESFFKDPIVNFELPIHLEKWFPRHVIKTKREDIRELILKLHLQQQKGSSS
SENP6 block = blocks the human protease SENP6; Q9GZR1; Recombinant SENP6 catalytic domain, aminoluciferin luminescence; inhibition, % at 10 µM; 1.8% of 330,000 active;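 active = inhibition above about 50% at the single tested dose, limit read from the data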;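 also: plate controls were DMSO wells with enzyme for no effect and DMSO wells lacking enzyme for full effect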
PfG6PD inh = PfG6PD (Plasmodium falciparum) enzyme inhibition. AID 504690. 0.78% of 350,000 active. PfGluPho enzyme, NADPH resazurin-diaphorase fluorescence. inhibition, % at 20 µM;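 active = inhibition reaching at least a set limit at 20 µM in the primary screen, cut at about 59% in these data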;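 also: 0% = DMSO wells with substrate and 100% = DMSO wells lacking glucose-6-phosphate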
GRIN3A LBD mod = modulators (binders) of human NR3A ligand-binding domain. NR3A LBD differential scanning fluorimetry, Tm shift; 0% = protein alone, 100% = glycine-bound protein. Tm shift relative to glycine control, % at 25 µM. 2.5% of 340,000 active. AID 1259313;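 active = melting temperature shift of at least 10% of the positive control shift, at one fixed dose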
MPTP block = inhibitors of mitochondrial permeability transition pore | isolated mouse mitochondria, Ca2+ swelling absorbance, 30 min | inhibition, % at 10 µM | 1.4% of 360,000 active;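 active = inhibition of 50% or more, scaled per plate between neutral and stimulator controls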;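 also: 0% = DMSO wells given calcium and 100% = 1 mM EGTA wells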
Starred values were filed as active, the others as inactive; i = inactive; x = no result given. An unsorted share of the library; 6.9% or so of the library scored in one or more.

Order of values – SENP8 inh, HKDC1 inh, ATG4B inhibitor, SENP7 block, SENP6 block, PfG6PD inh, GRIN3A LBD mod, MPTP block
COc1ccc(OC)c(C2NC(=O)NC(C)=C2C(=O)Nc2ccc(C)cc2)c1 (centres undefined)
  28, 9, -8, -3, -4, 11, 2, -0.3
Cc1nc(Nc2ccc(S(N)(=O)=O)cc2)sc1C(=O)Nc1ccccc1
  -199, -5, -19, 2, -11, 12, 33*, -1.3
CC[C@@]12C(=O)N(c3cccc(F)c3)C(=O)N1[C@H](c1ccc(Br)cc1)[C@@H]1C(=O)N(C(C)(C)C)C(=O)[C@@H]12
  11, 5, -14, -3, -11, 20, -14, 0.1
CC(=O)N1c2ccc(S(=O)(=O)N3CCCC(C(=O)Nc4cccc(Cl)c4)C3)cc2CC1C (centres undefined)
  7, 1, -6, -3, 1, 5, -17, 0.9
O=C(NCc1cccs1)c1cc(-c2ccc(O)cc2)on1
  5, 0, -5, 4, 36, -16, -5, 4.5
CC(C)c1ccc(OCC(O)CN2CCN(c3ccccn3)CC2)cc1 (centres undefined)
  16, -4, -1, -2, 8, 1, -1, -1.0
COc1ccc(CNCCCn2cnc3c(OCc4ccccc4)ncnc32)cc1
  6, -4, -6, x, x, 8, 4, -0.4
O=c1[nH]cnc2c1oc1ccccc12
  4, -3, 1, -8, -23, 3, -1, -2.9
O=C(COc1ccc(Cl)cc1)Nc1ccc2c(c1)CCC2
  7, -3, 10, 9, 0, 3, -2, 24
CCOCCCNC(=O)C(NC(=O)c1ccc(=O)[nH]c1)c1ccccc1 (centres undefined)
  20, -8, 1, 5, -4, -12, 0, 0.5
Cc1cc(C)cc(N2C(=O)CC(c3ccccc3)CC2=O)c1
  7, -3, -4, -11, -2, -9, 17*, 0.3
COc1ccc(C(=O)NC(CCSC)C(=O)NCc2nnc3ccccn23)cc1 (centres undefined)
  0, -11, -1, 5, -11, -17, 3, 1.4
COc1ccc(C(=O)c2cc3cccc(OC)c3o2)cc1
  -16, 0, -8, 83*, 84*, 20, -1, 0.5
O=C(COC(=O)CC1CC2CCC1C2)NCc1ccccc1 (centres undefined)
  13, -5, -10, 13, -13, 2, 2, -1.3
CCC(C)[C@H]1CN=C(N)N1CCc1cc(C(F)(F)F)cc(C(F)(F)F)c1 (some centres undefined)
  15, -1, 7, 4, -18, -6, 0, 0.5

(list continues)
Order of values – SENP8 inh, HKDC1 inh, ATG4B inhibitor, SENP7 block, SENP6 block, PfG6PD inh, GRIN3A LBD mod, MPTP block
S=c1[nH]nc(Nc2ccccc2Cl)s1
  3, 5, -8, 4, 9, 31, 2, -1.9
CC(=O)c1ccc(C(=O)Nc2nnc(-c3ccc(Cl)cc3)o2)cc1
  -2, -3, 0, 4, 4, -32, -2, -4.9
CCCCC(=O)NC(c1ccc(C(C)C)cc1)c1ccc2cccnc2c1O (centres undefined)
  13, -20, 1, 12, 4, -6, -4, 4.4
CCN(Cc1ccncc1)C(=O)Cc1cccs1
  13, -4, 0, -5, 8, -8, 0, 0.8
Cc1ccc2[nH]c(=O)c(CN(CC3CCCO3)S(=O)(=O)c3c(C)ccc4nsnc34)cc2c1 (centres undefined)
  11, -6, -4, 4, 2, -5, 2, 0.1
Cc1cccc(S(=O)(=O)Nc2nc3ccccc3nc2NCc2ccco2)c1
  i, 4, 0, 0, 6, -37, -3, -3.0
COC(=O)[C@H](Cc1ccc(O)cc1)NC(=O)Cn1ccc(NC(=O)OCc2ccccc2)nc1=O
  4, -7, -6, 5, -3, -2, -2, -0.6
O=C(Cc1cccs1)Nc1ccc(Cl)c(S(=O)(=O)N2CCOCC2)c1
  5, -1, -7, 6, -8, 9, -3, 0.6
COc1cccc(C(=O)NCCN2CCOCC2)c1
  6, -9, -3, 13, 3, 0, -14, -0.8
CC(C)CC(=O)Nc1nnc(-c2ccco2)s1
  -21, 10, -5, -3, -46, -2, -1, 0.7
Cc1ccc(C(=O)N(CCN(C)C)CC2CCCN(Cc3ccccc3F)C2)cc1C (centres undefined)
  16, -7, -6, 7, 16, -7, -1, -2.0
CCCCC(=O)OCc1cn(-c2ccc(Cl)cc2)nn1
  5, -4, -8, 7, 3, 7, -2, 2.2
COc1ccc(C(=O)COC(=O)c2sccc2C)cc1OC
  8, -3, -7, 0, 2, 7, 2, 1.1
Cc1cccc(N)c1SC1CCCCC1O (centres undefined)
  10, -9, -12, 2, 15, 6, 0, -0.9
O=C(CCCOc1ccccc1)NCc1ccco1
  10, 2, -1, 4, -5, -13, 0, 1.8

The listing continues.
Order of values – SENP8 inh, HKDC1 inh, ATG4B inhibitor, SENP7 block, SENP6 block, PfG6PD inh, GRIN3A LBD mod, MPTP block
COC(=O)c1c(NC(=O)c2ccccc2)sc2c1CC(C)(C)OC2
  -330, -4, -13, -4, -18, 16, 2, 2.3
CC/C(=N\NC(=O)C1CCCC1)c1ccc(Br)cc1
  1, 2, 2, -1, 10, 8, 0, -1.4
Cc1onc(-c2c(F)cccc2Cl)c1-c1nnc(-c2ccc(C(F)(F)F)cc2)o1
  13, 5, -3, 4, -22, 11, -2, 5.7
CN(c1ccc(C(=O)Nc2nccs2)cc1)S(=O)(=O)c1ccccc1
  7, -3, -13, -6, 7, 34, 2, -1.7
CN(C)c1nccc(N(Cc2ccccc2)Cc2ccccc2)c1C#N
  -180, 0, 3, -11, -2, 22, -5, 0.6
CO[C@H]1O[C@H](CBr)[C@@H](OC(=O)c2ccccc2)[C@H](O)[C@H]1O
  19, -2, -1, 1, 10, 6, 1, 2.0
CCC(C(=O)N1CCCCCC1)n1nc(C)n2c(cc3occc32)c1=O (centres undefined)
  0, 5, 2, 1, 3, -12, 0, -0.8
CC1=C(C(=O)Nc2ccccc2)C(c2cccs2)C(C#N)=C(SCC#N)N1 (centres undefined)
  -20, 0, -7, 1, 10, 14, -11, -1.2
Cc1ccn2c(=O)nc(SCC(=O)OCc3ccccc3)nc2c1
  -174, 13, -7, 9, 4, -4, -1, -1.5
COc1ccc(CC2(CO)CCN(C(C)COc3ccccc3)CC2)cc1 (centres undefined)
  10, 5, 11, 2, -6, -19, -5, 6.6
Cc1ccc(-c2nn(-c3ccccc3)cc2/C=C/C(=O)Nc2nccs2)cc1
  -277, -9, 26, -5, 0, -6, 24*, 3.6
CCN(CC(=O)Nc1ccc(OC)cc1)C(=O)c1ccc2[nH]c3c(c2c1)CC(C)CC3 (centres undefined)
  10, 10, -18, 2, -15, 22, -3, 0.1
CCOC(=O)C(C)n1nc(/C=C/c2ccc(OC)cc2)ccc1=O (centres undefined)
  -388, -6, -16, 4, -34, 14, -1, -1.2
C=C(C)COc1ccc(-c2ncncc2-c2ccc(Cl)cc2)c(O)c1
  -14, 3, -5, -3, 5, 4, 2, 0.5
O=[N+]([O-])c1ccc(-c2cnc3ccccc3n2)cc1
  4, -2, 11, 31, 19, -10, 4, -0.8

4 compounds drawn at random from those above:
Order of values – SENP8 inh, HKDC1 inh, ATG4B inhibitor, SENP7 block, SENP6 block, PfG6PD inh, GRIN3A LBD mod, MPTP block
O=C(COC(=O)CC1CC2CCC1C2)NCc1ccccc1 (centres undefined)
  13, -5, -10, 13, -13, 2, 2, -1.3
CC(C)CC(=O)Nc1nnc(-c2ccco2)s1
  -21, 10, -5, -3, -46, -2, -1, 0.7
COc1ccc(C(=O)c2cc3cccc(OC)c3o2)cc1
  -16, 0, -8, 83*, 84*, 20, -1, 0.5
COc1ccc(CC2(CO)CCN(C(C)COc3ccccc3)CC2)cc1 (centres undefined)
  10, 5, 11, 2, -6, -19, -5, 6.6

Remaining list, next part:
Order of values – SENP8 inh, HKDC1 inh, ATG4B inhibitor, SENP7 block, SENP6 block, PfG6PD inh, GRIN3A LBD mod, MPTP block
O=C(c1cc(-c2ccncc2)nc2ccccc12)N1CCOCC1
  0, -3, 3, -8, -6, -1, 0, -1.6
COc1cc2c(c(OC)c1OC)-c1ccc(OC)c(=O)cc1[C@@H](N(C)CC#CCO)CC2
  15, 0, 2, -4, -20, 10, x, -0.1
CC(=O)N1CCN(S(=O)(=O)c2cccc(C(=O)NC3CCCC3)c2)CC1
  23, -1, -6, -4, -2, 7, 7, -1.3
Cc1cc(C(=O)N2CCCC(N3CCN(c4ccc(F)cc4)CC3)C2)no1 (centres undefined)
  9, -8, 2, 3, 8, -13, -1, 0.5
COc1ccc(NC(=O)CN(C)S(=O)(=O)c2ccc3c(c2)OCCO3)c2ncccc12
  -72, 7, -20, 6, -11, -5, -2, 1.3
CCOc1ncccc1C(=O)Nc1ccccc1F
  32, -5, -4, -4, 0, -4, -1, -0.7
CC(=O)c1sc(NC(=O)CN2C(=O)NC3(CCCC3)C2=O)nc1-c1ccccc1
  14, -3, 0, 11, -12, 0, 3, -0.7
CCCCCn1c(N2CCC(C(N)=O)CC2)nc2c1c(=O)[nH]c(=O)n2C
  15, -2, -5, -4, -25, 10, 1, 0.1
O=C(NCc1ccc(F)cc1)C1CC(=O)N(C2CCCCCCC2)C1 (centres undefined)
  4, 2, -4, 10, 3, 1, 0, -0.2
CCOC(=O)N1CCN(C(=O)CS(=O)(=O)c2cn(Cc3ccccc3Cl)c3ccccc23)CC1
  4, -4, 0, -13, -22, -7, -1, 0.0
Cc1ccc(NC(=O)Nn2cnnc2)cc1Cl
  15, 3, 3, 2, -9, 8, 0, -0.9
O=C(OCn1ncc(Cl)c(Cl)c1=O)c1cccc(C(F)(F)F)c1
  8, 35, -1, 0, 4, 4, -1, -1.0
N#Cc1cc(Sc2ccccn2)c([N+](=O)[O-])cc1C#N
  -85, 9, -4, -9, 13, 12, -2, -0.5
O=C(CSc1nc2[nH]ncc2c(=O)n1-c1ccccc1)c1ccc2c(c1)OCCO2
  8, 4, -19, 1, -1, -5, -1, -1.3
Cc1nn(CC(=O)N2CCC(C(N)=O)CC2)c(=O)c2nn(-c3ccccc3)c(C)c12
  17, -3, 7, -14, -24, 0, -2, -1.0

Next section:
Order of values – SENP8 inh, HKDC1 inh, ATG4B inhibitor, SENP7 block, SENP6 block, PfG6PD inh, GRIN3A LBD mod, MPTP block
Cc1ccccc1OCC(O)CN1CCN(CC(O)COc2ccccc2C)C(C)C1 (centres undefined)
  13, -1, -3, 2, -14, -17, -3, -0.6
COc1ccc(Br)cc1S(=O)(=O)N1CCN=C1C
  25, 3, -8, -4, 0, -14, 0, 1.4
O=C(C1CCCN(S(=O)(=O)c2cccnc2)C1)N1CCn2c1nc1ccccc12 (centres undefined)
  6, -1, 1, -5, 2, -6, -1, 0.7
O=C(COc1ccc2ccc(=O)oc2c1)Nc1ccc(N2CCOCC2)cc1
  -342, -4, 9, -4, -20, -10, -2, -0.8
Cc1ccc2nc(Cl)cc(=O)n2c1
  -447, -2, 9, x, x, 12, -2, -2.0
COc1ccc(-c2ccc(=O)n(CC(=O)Nc3cccc(O)c3)n2)cc1OC
  -83, 2, 6, -2, 24, -5, -3, -1.3
COCCN(C(=O)CCC(=O)Nc1ccccn1)C(C(=O)NCCC(C)C)c1ccc(F)cc1 (centres undefined)
  4, 2, 0, -1, -4, -3, -1, -0.2
